TDP1 inh: inhibitors of human tyrosyl-DNA phosphodiesterase TDP1. recombinant TDP1, AlphaScreen DNA substrate cleavage. Potency, µM (series often up to 130 µM), for inactives: at the top dose activity change, negative = inhibition, usual class: inhibitors. 0.28% of 350,000 active; note: nearly all actives have a fitted effect of over 40% in size
Target sequence (Q9NUW8 whole entry, looked up): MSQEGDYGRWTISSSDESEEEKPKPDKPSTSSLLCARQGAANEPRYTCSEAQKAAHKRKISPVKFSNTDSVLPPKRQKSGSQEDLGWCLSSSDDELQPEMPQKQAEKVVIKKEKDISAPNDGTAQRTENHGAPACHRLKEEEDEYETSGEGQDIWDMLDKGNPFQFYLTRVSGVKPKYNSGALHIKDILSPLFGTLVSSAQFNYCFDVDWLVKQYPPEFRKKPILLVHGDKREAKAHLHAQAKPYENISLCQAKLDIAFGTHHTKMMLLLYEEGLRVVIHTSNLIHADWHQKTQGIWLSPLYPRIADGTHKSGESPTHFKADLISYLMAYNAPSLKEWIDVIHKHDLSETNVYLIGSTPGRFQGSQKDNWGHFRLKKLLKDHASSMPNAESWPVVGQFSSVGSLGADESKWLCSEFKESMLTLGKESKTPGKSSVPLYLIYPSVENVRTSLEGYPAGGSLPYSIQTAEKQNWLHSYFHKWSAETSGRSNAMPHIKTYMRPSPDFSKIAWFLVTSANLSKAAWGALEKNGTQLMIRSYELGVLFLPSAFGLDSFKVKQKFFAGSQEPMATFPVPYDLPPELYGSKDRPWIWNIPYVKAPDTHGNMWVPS
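Tdp1 1 nM final; 15 min RT w/ cpd; substrate 15 nM, 5 min; beads 10 ug/ml, 10 min; AlphaScreen read. Neg ctrl: no enzyme.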
TDP1 cell CPT: DT40-hTDP1 cell growth loss with CPT. chicken DT40 Tdp1-/-;hTDP1 cells + 20 nM CPT, ATP luminescence, 48 h. Potency, µM (doses to about 46.2 µM), for inactives: top-dose activity change, negative = growth inhibition, actives largely listed as inhibitors. 12% of 420,000 active. AID 686979; note: nearly all actives have a fitted effect of over 55% in size
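Cell growth measured by CellTiter-Glo luminescence after a minimum 48 h, 37 C compound exposure with 20 nM CPT in Tdp1-knockout DT40 cells stably expressing hTDP1, seeded 400/well; qHTS titration format.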
DT40 TDP1 no CPT: qHTS for Inhibitors of human tyrosyl-DNA phosphodiesterase 1 (TDP1): qHTS in cells in absence of CPT; 15% of 420,000 active; DT40 Tdp1-/- hTDP1 cells, no CPT, ATP luminescence, 48 h; AID 686978, 2013; Potency, µM (titrated, usually from 46.2 µM), inactives show at the highest dose activity change, negative = growth inhibition, hits mostly inhibitors; note: nearly all actives have a fitted effect of over 55% in size
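No-CPT arm: Tdp1-/-;hTDP1 DT40 cells (400/well) plus compounds, incubated ≥48 hr at 37 °C. Readout CellTiter-Glo luminescence.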
Numbers without * were called inactive; ? = inconclusive; · = not tested or not shown; & = joins results of further samples; ! = repeats disagree; [ ] = another dose, or the depositor's remark. Calls come from the whole dose curve; as a rule, active = well fitted curve in the direction sought with a large enough effect; inconclusive = small, poorly fitted or top-dose-only effect, or another doubt; inactive = no such curve, though single readings can be large; an effect the other way counts as inactive or inconclusive. % is set by controls: 0 for no effect and ±100 for the full control effect; potency is the fitted concentration of half-maximal effect.

Every second line gives: TDP1 inh, TDP1 cell CPT, DT40 TDP1 no CPT
O=C(c1cc(COc2cccc(C(F)(F)F)c2)on1)N1CCC(Oc2cccnc2)CC1
  0%, 15µM*, 12µM*
CC(=O)NO
  11%, ?, 1.7µM*!
O=C(Nc1ccc(S(=O)(=O)NC2=NCCCCC2)cc1)c1cccc(OC(F)F)c1
  ·, ?, ?
O=C1COc2ccc(C(=O)CSc3nnc(NCc4ccccc4)s3)cc2N1
  ·, ?, 13µM*
COc1ccc(C(=O)Nc2cccc(C(=O)N3CCCC3)c2)cc1
  4%, ?, ?
Cc1c(NC(=O)COc2ncnc3ccccc23)c(=O)n(-c2ccccc2)n1C
  -2%, 5%, -4%
COc1ccc(NS(=O)(=O)c2cccc(C(=O)N3CCCC3)c2)cc1
  ·, -17%, 2%
CC1(CC(=O)Nc2ccccc2)NC(=S)N(c2ccccc2)N1 (stereo not given)
  8%, 7%, -3%
O=C(Cn1cccc1)N1CCN(c2ccc(F)cc2)CC1
  1%, 3%, -17%
Cc1ccc(-c2c3c(=O)n(C)c(=O)n(C)c3c3n2-c2ccccc2NC3c2ccc(C)cc2O)cc1 (stereo not given)
  9%, 21µM*, 21µM*
CCc1c(C)nc2[nH]nc(-c3ccccc3)n2c1=O
  7%, ?, ?
COCCn1c(=O)c(-c2ccc(F)cc2)nc2cnc(N3CCOCC3)nc21
  ·, -11%, 21%
COc1ccc2c(c1)CC(C(=O)NCCN1CCN(c3ccccc3F)CC1)CO2 (stereo not given)
  5%, ?, ?
COc1ccc(C(F)(F)F)cc1NC(=O)c1sc2nc(-c3cccs3)ccc2c1N
  ·, ?, ?
CCOC(=O)C(=O)Nc1cc([N+](=O)[O-])ccc1C
  -3%, 2%, 1%
Cc1oc2c(c(C)cc3oc(=O)c(CC(=O)NCC(=O)NCC(=O)NCC(C)O)c(C)c32)c1C (stereo not given)
  ·, 1%, 5%
Clc1cccc(-n2cc(-c3ccccc3)c3c(N4CCCCC4)ncnc32)c1
  -8%, 16µM*, 23µM*
C#CCOCCOCCOCCNc1nc(N2CCOCC2)nc(N2CCN(C(=O)[C@H]([C@@H](C)CC)n3cc(CCCN=C(N)N)nn3)CC2)n1
  4%, -12%, 1%
Cc1cc(NC(=O)Nc2ccc(OCc3ccccc3)cc2)n(C)n1
  ·, -3%, -1%
COc1cccc(NC(=O)CN(C)C(=O)CNC(=O)c2sc3ccccc3c2Cl)c1
  2%, ?, ?
O=C(CN1C(=O)C2CC=CCC2C1=O)Nc1nnc(SCc2ccc(Cl)cc2)s1 (stereo not given)
  9%, -1%, -21%
Cc1cc(C)c(NC(=O)Cn2c(=O)n(Cc3ccc(C(=O)NCc4ccco4)cc3)c(=O)c3sccc32)c(C)c1
  -8%, ?, -47%
COCCn1nnnc1CN(CCc1ccccc1)Cc1cc2ccc(C)cc2[nH]c1=O
  5%, ?, 26µM*
Cc1cccc(NC(=O)Cn2nc(-c3ccc(Cl)cc3)c3ccccc3c2=O)c1
  ·, ?, ?
COc1ccc(C(=O)OCC(=O)Nc2ccc(Cl)cn2)cc1
  5%, 16%, 2%
Cc1ccc(CNC(=O)CS(=O)(=O)c2ccccc2)cc1
  5%, -24%, 1%
Cc1nc(NC(=O)c2cccc(-c3cc4ccccc4oc3=O)c2)ccc1Br
  -3%, -28%, ?
O=C(NCCO)c1cc(-c2cc(C(=O)NCCO)c3ccccc3n2)nc2ccccc12
  ·, 2%, 2%
CCOC(=O)CN1C(=O)/C(=C/c2c(F)cccc2Cl)Oc2ccccc21
  ·, ?, ?
O=C(Cn1cc2c(n1)CCCC2)NCc1cccc(Cl)c1
  8%, -15%, -14%

3 compounds drawn at random from the list so far, as already listed:
Every second line gives: TDP1 inh, TDP1 cell CPT, DT40 TDP1 no CPT
O=C(c1cc(COc2cccc(C(F)(F)F)c2)on1)N1CCC(Oc2cccnc2)CC1
  0%, 15µM*, 12µM*
O=C(Nc1ccc(S(=O)(=O)NC2=NCCCCC2)cc1)c1cccc(OC(F)F)c1
  ·, ?, ?
Cc1nc(NC(=O)c2cccc(-c3cc4ccccc4oc3=O)c2)ccc1Br
  -3%, -28%, ?

Following part
Every second line gives: TDP1 inh, TDP1 cell CPT, DT40 TDP1 no CPT
COc1ccc(C)cc1NC(=O)CCC(=O)Nc1nnc(C2CCCCC2)s1
  2%, -3%, -7%
CCCn1c(NC(=O)C2CCN(S(=O)(=O)c3cccs3)CC2)nc2ccccc21
  12%, 15µM*, 16µM*
COc1ccc(N(C(=O)CNC(=O)c2cccs2)C(C(=O)NCC2CCCO2)c2ccc(OC)c(OC)c2)cc1 (stereo not given)
  5%, -17%, -10%
COc1ccc(CCNC(=O)c2ccc3[nH]c(C)c(C)c3c2)cc1OC
  8%, ?, 23µM*
CCCCn1nc2cc(C(=O)NC[C@@H]3CCCO3)ccc2c1OCC
  5%, 7%, 18%
O=C(CCN1C(=O)/C(=C\c2ccccc2Cl)SC1=S)Nc1cccnc1
  10%, -15%, ?
CCOc1ccc(N(CC)C(=O)C2CCN(S(=O)(=O)c3cccc4nonc34)CC2)cc1
  4%, -26%, ?
CC1CCc2cc(F)ccc2N1C(=O)CSc1nnc2c(n1)[nH]c1ccccc12 (stereo not given)
  3%, ?, ?
COC(=O)c1ccc(Cn2cnc3c(cnn3-c3ccc(F)cc3)c2=O)o1
  1%, -26%, ?
COc1ccc(-c2[nH]c(-c3ccc(F)cc3)nc2SCC(=O)Nc2ccc(OC)c(OC)c2)cc1
  8%, 16µM*, ?
O=C1CCc2cc(S(=O)(=O)NCCc3ccccc3)cc3c2N1CC3
  0%, -2%, ?
O=C(NC1CCN(Cc2ccccc2)CC1)c1cccc(S(=O)(=O)Nc2ccc(SC(F)F)cc2)c1
  4%, 23µM*, ?
COCC(=O)Nc1ccc(Br)cc1C
  0%, 0%, 0%
O=C(c1ccco1)N1CCN(C(=O)c2ccccc2Oc2ccccc2)CC1
  1%[56.1 µM], -2%, -11%
CCCC1N=C2c3ccccc3N=C(SCC(=O)NCCc3ccc(Cl)cc3)N2C1=O (stereo not given)
  1%, ?, ?
CC(C)c1cccc(OCCN2CCCC2)c1
  4%, 16%, 2%
CC(=O)Nc1ccc(NC(=O)CCCc2nc(-c3ccc(C(C)(C)C)cc3)no2)cc1
  -1%, ?, ?
Cc1nnc(NC(=O)CSc2cn(Cc3ccccc3)c3ccccc23)s1
  5%, -15%, -7%
Cc1cccc(N2CCN(S(=O)(=O)c3c(C)[nH]c(=O)[nH]c3=O)CC2)c1C
  4%&1%, -22%&-16%, -19%&-13%
S=c1[nH]ncn1/N=C/c1ccc(N2CCOCC2)cc1
  4%, -9%, -10%
O=C(OCCN1C(=O)c2ccccc2C1=O)c1cc(S(=O)(=O)N2CCOCC2)ccc1F
  5%, -3%, -6%
CCCC(=O)N(CCN1CCOCC1)c1nc2c(OC)ccc(OC)c2s1
  7%, -9%, 11%
Cc1ccc(NC(=O)CCCNC(=O)c2ccc(Cl)cc2)nc1
  2%, -10%, -1%
CCCCCCN1C[C@H](n2cc(C3CC3)nn2)[C@@H](O)C[C@@H]1c1ccc(C)cc1
  ·, 21µM*, 12µM*
Cc1cc(C)cc(-n2c(SCC(=O)Nc3ccc4c(c3)OCCO4)nc3c([nH]c4ccccc43)c2=O)c1
  4%, 9%, -5%
Nc1nc(=S)[nH]c(N)c1N
  ·, 3%, -21%
COc1ccc(OC)c2c(=S)c3ccccc3[nH]c12
  ·, 24µM*, ?
CCOC(=O)C1CCN(S(=O)(=O)c2cn(C)c(=O)n(C)c2=O)CC1
  4%, 7%, 10%
CN1CCN(C(CNS(=O)(=O)c2cccs2)c2cccnc2)CC1 (stereo not given)
  ·, 6%, 7%
COc1ccc(NC(=O)CSc2ncn(-c3ccccc3)n2)cc1Cl
  3%, -9%, -7%
COc1ccccc1-c1noc(CSc2nc(C)cc(=O)[nH]2)n1
  3%, 9%, -1%
O=C(c1cnn2c1NC(=C1CC1)C=C2C(F)F)N1CCc2ccccc2C1
  ·, ?, ?
COc1ccccc1NC(=O)CSc1nnc(Cc2cccn2C)n1-c1ccc(F)cc1
  10%, -7%, -12%
O=C(COC(=O)c1ccc(S(=O)(=O)N2CCCC2)cc1)NCc1cccs1
  5%, 21%, -25%
Cc1ccc(S(=O)(=O)N(CC(=O)Nc2cc(C)ccc2C)C(=O)N2CCN(C)CC2)cc1
  4%, 3%, 5%
COc1ccc(C(=O)c2[nH]c(N)c(C(=O)NCCc3c[nH]c4ccccc34)c2-c2ccc(Br)cc2)cc1
  ·, ?, 21µM*
CCN(CC)S(=O)(=O)c1cccc(C(=O)Nc2ccccc2C(=O)Nc2ccc(OC)cc2)c1
  3%, 10µM*, 10µM*
O=c1cc2ncc(-n3cc([N+](=O)[O-])cn3)cn2[nH]1
  8.9µM*, 10%, -7%
COc1ccccc1-c1cc2nc(C)c(CCC(=O)NCc3ccco3)c(C)n2n1
  2%, -20%, ?
Cc1nc2c(Br)cc(Br)cc2c(=O)n1-c1ccccc1NC1OCC(O)C(O)C1O (stereo not given)
  ·, 7.3µM*, 8.2µM*
COn1c(-c2ccc(Cl)cc2)nc2ncccc21
  ·, -3%, ?
O=C(CSc1nnc(-c2cccs2)o1)NCc1ccco1
  -3%, 13%, 3%
CC(O)[C@H]1CN=C(N)N1CCCCC1CCCCC1 (stereo not given in full)
  0%, 9.2µM*, 8.2µM*
Cc1ccc(S(=O)(=O)Nc2cccc(C(=O)NC3CCN(Cc4ccccc4)CC3)c2)cc1F
  5%, ?, 16µM*
COc1ccc(CNc2ncc(-c3ccccc3)n2C)c(OC)c1OC
  ·, ?, 15µM*
O=C1CCCN1CCCNS(=O)(=O)c1ccc(Cl)c(C(=O)N2CCOCC2)c1
  5%, 0%, -8%
CC(=O)Nc1nc(-c2ccc(-c3ccccc3)cc2)cs1
  ·, -22%, -8%
COC(=O)CN1C(=O)C2(C(C#N)=C(N)Oc3n[nH]c(-c4cccs4)c32)c2ccccc21 (stereo not given)
  6%, 7%, -22%
COc1ccc(CCN2C(=O)N(c3cccc(C)c3)C(=O)C2CC(=O)Nc2ccccc2)cc1OC (stereo not given)
  4%, 23µM*, ?
COc1ccc([C@@H](OC)[C@@]2(Cc3ccc(O)cc3)N=C(N)N(C)C2=O)cc1
  0%, ?, ?
Cc1nn(-c2ccccc2)c2[nH]c(=O)cc(C(F)F)c12
  1%, 3%, 13%
Cc1c(C(=O)N2CCOCC2)c(S(=O)(=O)Nc2cccc(Br)c2)c(C)n1C
  1%, ?, -20%
CCC(C)(C)NC(=O)C(c1cccc(OC)c1OC)N(CCC(C)C)C(=O)CCC(=O)Nc1cc(C)on1 (stereo not given)
  0%, ?, ?
Cc1csc(SCC(=O)Nc2cc(C(N)=O)cc(C(N)=O)c2)n1
  -3%, -6%, -15%
COc1cc(C2C(C(C)=O)=C(O)C(=O)N2CCN2CCOCC2)ccc1O (stereo not given)
  -4%, 0%, -2%
Cc1noc(C)c1-c1ccc2ncnc(NCc3cccnc3)c2c1
  ·, 9.2µM*, ?
Cc1ccc(/C=N/NC(=O)Cc2ccc(Cl)cc2)c(O)c1
  50µM*, 16µM*, 21µM*
O=C(CSc1nncn1-c1cccnc1)Nc1cccc(C(F)(F)F)c1
  ·, 4%, ?
O=C(/C=C/c1ccccc1[N+](=O)[O-])NNC(=O)c1ccncc1
  0%[56.1 µM], -18%, 5%
CCCCCCn1c(=O)n2n(c1=O)C[C@]1(OC(=O)NCc3ccccc3F)CN(S(=O)(=O)c3ccc(C)cc3)C[C@]1(O)C2
  ·, ?, 15µM*

Full records from above:
`Cc1nn(-c2ccccc2)c2[nH]c(=O)cc(C(F)F)c12` reads TDP1 inh = 1%; TDP1 cell CPT = 3%; DT40 TDP1 no CPT = 13%
`O=c1cc2ncc(-n3cc([N+](=O)[O-])cn3)cn2[nH]1` reads TDP1 inh = 8.9µM*; TDP1 cell CPT = 10%; DT40 TDP1 no CPT = -7%
`Cc1ccc(S(=O)(=O)N(CC(=O)Nc2cc(C)ccc2C)C(=O)N2CCN(C)CC2)cc1` reads TDP1 inh = 4%; TDP1 cell CPT = 3%; DT40 TDP1 no CPT = 5%

The listing continues:
Every second line gives: TDP1 inh, TDP1 cell CPT, DT40 TDP1 no CPT
COc1ccc(CN(C(=O)c2cccs2)c2ccccc2)cc1
  -7%, -12%, ?
COc1ccc(CNC(=O)CN2C(=O)CCSc3ccc(S(=O)(=O)N4CCCC4)cc32)cc1
  5%, -13%, 1%
COc1ccc(C(=O)NC(=S)Nc2nc(C)c(C(=O)N(C)C)s2)cc1
  8%, -25%, -16%
CCN1C(=O)/C(=C/c2c(C)nn(C)c2C)SC1=S
  12%, ?, -17%
O=C(CCn1cnc2onc(-c3ccc(F)cc3)c2c1=O)N1CCN(c2cccc(Cl)c2)CC1
  3%, 16µM*, 16µM*
Cc1ccc(S(=O)(=O)c2cnc3cc(C)nn3c2N)cc1
  -3%, -6%, -2%

Source: PubChem
